PI4K2A block – blocks human PI4K2A kinase activity; Q9BTU6; purified PI4K2A, ADP-Glo luminescence, 1 h; active compounds read low; activity change, negative = inhibition, % at 76.9 µM; 420,000 compounds, 0.13% hits; in the data active = activity change below about -50%; inconclusive = mostly about -30% to -49%;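 also: -100% = wells without enzyme as full effect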
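ADP-Glo luminescence measured ADP generated by PI4K2A enzyme (4 ug/mL before mixing) with 1.2 mM PI substrate (pre-mix) and 300 microM ATP (pre-mix). Tris pH7.5 buffer with MgCl2, Triton X-100; 1 h reaction at ambient temperature.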
Pin1 inh – blocks the human prolyl isomerase Pin1; Q13526; Pin1 FP peptide displacement, HiFluor488, 10 min; Potency, µM (titrated, usually from 115 µM), without a hit: at the top dose activity, negative = inhibition, usual class: inhibitors; 390,000 compounds, 0.009% hits; AID 504891; active = well fitted inhibition curve with a large enough effect in the polarisation, with a control signal flat, not every such curve was filed as active; inconclusive = small, poorly fitted or top-dose-only effect, or effect the other way, or a change in a side signal; inactive = no such curve, though single readings can be large or run the other way; the % refers to the polarisation; also: potency is read from the fitted curve at half-maximal effect; % is scaled to controls: 0 for no effect and ±100 for the full control effect
G9a inh – blocks human histone lysine methyltransferase G9a | Q96KQ7 | G9a H3K9 monomethylation, AlphaScreen, 2 h | Potency, µM (doses to about 102 µM), inactives show at the top dose activity, negative = inhibition, usual class: inhibitors | 350,000 compounds, 8.8% hits | AID 504332; also: potency is read from the fitted curve at half-maximal effect; % is scaled to controls: 0 for no effect and ±100 for the full control effect; nearly all actives have a fitted effect of over 75% in size
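Readings reflect AlphaScreen signal from monomethyl-H3K9 antibody detection. HMT at 20 nM; substrate b-H3K9 500 nM; cofactor SAM 20 uM; 2 h RT reaction; compounds tested as titrations in qHTS with 15 min preincubation.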
ERG-DNA inh – inhibitors of human ERG Ets domain-DNA interaction. P11308. fluorescence polarization, His-ERG Ets domain / labelled DNA. Potency, µM (top dose mostly 76.9 µM), without a hit: at the highest dose FP activity, negative = inhibition, hits mostly inhibitors. 370,000 compounds, 0.028% hits; active = well fitted inhibition curve with a large enough effect in the polarisation, with a control signal flat; inconclusive = small, poorly fitted or top-dose-only effect, or effect the other way, or a change in a side signal; inactive = no such curve, though single readings can be large or run the other way; the % refers to the polarisation;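 also: polarization taken with two DNA probes labelled with fluorescein and Texas red; potency is read from the fitted curve at half-maximal effect; % of control where 0% means no effect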
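His-tagged ERG Ets domain (1 uM in the protein solution; 300mM KCl, 50mM Tris-HCl, 1mM EDTA, 1mM DTT, pH 7.5) received compound, then a probe mix of 5 nM fluorescein-DNA and 100nM Texas-615-DNA. Fluorescence polarization was read for both dyes.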
BAZ2B block – inhibitors of human BAZ2B bromodomain; AlphaScreen BAZ2B-H3K14Ac peptide displacement; Potency, µM (doses to about 114 µM), for inactives: at the highest dose activity change, negative = inhibition, most hits filed as inhibitors; 360,000 compounds, 4.4% hits; also: potency is read from the fitted curve at half-maximal effect; % is scaled to controls: 0 for no effect and ±100 for the full control effect; nearly all actives have a fitted effect of over 60% in size
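Compounds, titrated to a top concentration of 110 uM, were incubated 30 min at room temperature with preformed BAZ2B/acetyl-K14 H3 peptide complex (50 nM each). Proximity signal was measured by AlphaScreen after 20 min with beads.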
HP1b binding inh – HP1-beta chromodomain-methylated histone interaction inhibition; P83916; AlphaScreen HP1-beta / biotin-H3K9me3 peptide binding; Potency, µM (series often up to 114 µM), without a hit: top-dose activity change, negative = inhibition, hits mostly inhibitors; 390,000 compounds, 0.56% hits; AID 540317; also: potency is read from the fitted curve at half-maximal effect; nearly all actives have a fitted effect of over 70% in size; inactives centre near 23
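AlphaScreen: HP1-beta (50 nM) preformed 30 min with biotin-H3(1-18)K9me3 peptide (50 nM) in PBS pH 7.4, 0.01% Tween-20. Compound added for 30 min at RT, then streptavidin donor/nickel chelate acceptor beads (10 ug/mL) for 30 min.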
PGK inhibitor – T. brucei PGK inhibition. P07378. PGK/GAPDH coupled, Kinase-Glo luminescence, 60 min. Potency, µM (highest dose often 57.5 µM), inactives show at the highest dose activity change, negative = inhibition, most hits filed as inhibitors. 380,000 compounds, 0.043% hits. AID 602233; also: potency is read from the fitted curve at half-maximal effect; % is scaled to controls: 0 for no effect and ±100 for the full control effect; nearly all actives have a fitted effect of over 60% in size
Target sequence (P07378 whole entry, looked up): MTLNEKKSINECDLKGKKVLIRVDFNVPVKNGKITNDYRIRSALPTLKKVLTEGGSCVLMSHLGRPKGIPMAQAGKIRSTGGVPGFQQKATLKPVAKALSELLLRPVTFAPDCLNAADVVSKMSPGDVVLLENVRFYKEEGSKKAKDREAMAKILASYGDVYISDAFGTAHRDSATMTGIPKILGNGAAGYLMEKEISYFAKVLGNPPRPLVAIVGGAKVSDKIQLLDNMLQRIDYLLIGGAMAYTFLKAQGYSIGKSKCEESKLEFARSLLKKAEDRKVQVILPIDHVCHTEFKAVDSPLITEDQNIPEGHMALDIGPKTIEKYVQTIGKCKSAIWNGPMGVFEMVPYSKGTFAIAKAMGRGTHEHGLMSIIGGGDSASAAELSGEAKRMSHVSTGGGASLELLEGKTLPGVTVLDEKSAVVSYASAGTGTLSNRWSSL
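Recombinant glycosomal PGK reaction used 1,3-bisphosphoglycerate generated in-well by GAPDH (100nM final) in 100mM TEA pH 7.6, 5mM MgCl2, 0.01% Tween-20. After 60 minutes at room temperature, ATP was read by Kinase-Glo Plus luminescence end-point.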
JMJD2A Tudor inh – JMJD2A Tudor domain (human) inhibition; O75164; 390,000 compounds, 4.4% hits; AlphaScreen JMJD2A-Tudor / H3K4me3 peptide binding; Potency, µM (titrated, usually from 114 µM), without a hit: at the top dose activity change, negative = inhibition, actives largely listed as inhibitors; also: potency is read from the fitted curve at half-maximal effect; % is scaled to controls: 0 for no effect and ±100 for the full control effect; nearly all actives have a fitted effect of over 50% in size
GLS inh – inhibitors of human glutaminase (GLS) | O94925 | 410,000 compounds, 0.21% hits | GLS enzymatic activity, qHTS titration | Potency, µM (top dose mostly 45.5 µM), without a hit: top-dose activity change, negative = inhibition, usual class: inhibitors; also: potency is read from the fitted curve at half-maximal effect; % is scaled to controls: 0 for no effect and ±100 for the full control effect
Target sequence (O94925 whole entry, looked up): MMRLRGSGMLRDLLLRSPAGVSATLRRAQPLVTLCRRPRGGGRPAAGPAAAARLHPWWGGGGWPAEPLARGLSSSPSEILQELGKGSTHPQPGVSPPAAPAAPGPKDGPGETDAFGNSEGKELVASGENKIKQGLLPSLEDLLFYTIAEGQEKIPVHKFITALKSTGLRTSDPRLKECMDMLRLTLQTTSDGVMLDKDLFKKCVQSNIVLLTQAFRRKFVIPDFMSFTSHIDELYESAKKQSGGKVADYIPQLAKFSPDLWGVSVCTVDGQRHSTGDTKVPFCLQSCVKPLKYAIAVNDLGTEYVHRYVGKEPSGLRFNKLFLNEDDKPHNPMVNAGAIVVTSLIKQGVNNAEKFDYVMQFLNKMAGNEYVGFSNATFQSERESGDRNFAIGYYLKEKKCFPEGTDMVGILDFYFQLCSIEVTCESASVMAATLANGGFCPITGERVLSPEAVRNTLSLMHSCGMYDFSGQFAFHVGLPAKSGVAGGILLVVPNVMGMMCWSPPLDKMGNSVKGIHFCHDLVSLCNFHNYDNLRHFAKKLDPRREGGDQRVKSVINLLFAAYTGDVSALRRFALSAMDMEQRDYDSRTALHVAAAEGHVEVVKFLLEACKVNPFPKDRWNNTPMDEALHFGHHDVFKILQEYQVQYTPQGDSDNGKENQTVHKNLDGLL
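Human kidney-isoform GLS in 45 mM KH2PO4 pH 8.2, 0.02% Tween-20, with compound, started with 1mM L-Glutamine (added stock). Glutamate oxidase/HRP/Amplex red coupled fluorescence read at start and after 30 min at RT.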
An asterisk follows results filed as active; i = inactive; u = inconclusive; x = not tested or not shown; & = joins results of further samples; [ ] = another dose, or the depositor's remark. Unless noted, calls follow the shape of the dose curve; as a rule, active = well fitted curve in the direction sought with a large enough effect; inconclusive = small, poorly fitted or top-dose-only effect, or another doubt; inactive = no such curve, though single readings can be large; an effect the other way counts as inactive or inconclusive.

Below each compound: PI4K2A block	Pin1 inh	G9a inh	ERG-DNA inh	BAZ2B block	HP1b binding inh	PGK inhibitor	JMJD2A Tudor inh	GLS inh
O=C(NC1CC1)C1CCN(C2CCN(C(=O)Cc3ccc(F)cc3)CC2)CC1
 : 1	4%	-57%[59 µM]	-7%	-8%	24%	-9%	-6%	-1%
O=C(c1ccc(Cl)c(S(=O)(=O)N2CCCC2)c1)N1CCN(c2ncccn2)CC1
 : 4	2%	-16%	-2%	-3%	34%	i	3%	0%
O=C1c2oc3ccc(Cl)cc3c(=O)c2C(c2ccco2)N1CCN1CCOCC1 (stereo not drawn)
 : 1	-5%	11µM*	-3%	-36%	10%	-6%	-25%	-6%
CCOc1ccc(S(=O)(=O)N2CCC(N3CCN(Cc4ccc(F)cc4)C(=O)C3=O)CC2)cc1
 : -4	-7%	-1%[59 µM]	5%	4%	17%	i	-11%	-4%
CCn1c(=NC(=O)C2COc3ccccc3O2)sc2c(OC)ccc(OC)c21 (stereo not drawn)
 : -2	14%	19%	7%	-16%	10%	-7%	-16%	2%
C1CCN(c2nc3nonc3nc2N2CCCCC2)CC1
 : -6	-1%	16%[59 µM]	-1%	2%	26%	-3%	-15%	-7%
CCN=C1SC(C(N)=O)CC(=O)N1CC (stereo not drawn)
 : -3	-4%	0%[59 µM]	-9%	11%	50%[activator]	-7%	-2%	-1%
CCCOc1ccc(/C(O)=C2/C(=O)C(=O)N(CCN3CCOCC3)C2c2ccccc2)cc1 (stereo not drawn)
 : -8	-13%	x	2%	x	41%[activator]	-6%	-1%[11.4 µM]	-20%
CCn1cc(C(=S)N2CCC(C(N)=O)CC2)c2ccccc21
 : -21	3%	u	2%	-21%	42%[activator]	-5%	-4%	1%
Cc1cccc(NC(=O)NCCN2CCN(c3ccccc3)CC2)c1C
 : 3	-6%	6%	-1%	-22%	9%	2%	-26%	21%
CCOc1cc(NS(=O)(=O)c2ccc(OC)cc2)c(OCC)cc1NC(C)=O
 : -3	-2%	u	1%	u	22%	-7%	-8%	u
Cc1nc(N2CCOCC2)c2c(C(=O)N3CCN(c4ccc(Cl)cc4)CC3)c(C)oc2n1
 : -2	0%	-9%[59 µM]	0%	-4%[57.1 µM]	16%	5%	-20%	2%
CC(C)c1ccc(OCC(=O)Nc2c3c(nn2C(C)(C)C)CS(=O)(=O)C3)cc1
 : 6	4%	u	4%	10%	24%	-4%	-13%	9%
O=C(NCc1cccnc1)C(=O)NCC1OCCCN1S(=O)(=O)c1ccc(F)cc1 (stereo not drawn)
 : 2	1%	x	-7%	-3%	17%	i	4%	2%
CN(Cc1ccc(Cl)c(Cl)c1)C(=O)C1CSC2(C)CCC(=O)N12 (stereo not drawn)
 : 11	-3%	13%[59 µM]	-3%	7%	25%	-1%	4%	-6%
COC(=O)CNC(=O)COC(=O)c1cc(Cl)cc(Cl)c1N
 : -1	-6%	-12%[59 µM]	7%	9%	18%	-4%	-14%[57.1 µM]	1%
CC1Oc2ccccc2N(CC(=O)N2CCCC2)C1=O (stereo not drawn)
 : 3	3%	u	-14%	6%	46%[activator]	-7%	6%	-3%
CC(C)Nc1nc(NC2CCCC2)nc(N2CCOCC2)n1
 : 0	2%	9%[0.501 µM]	-2%	15%	31%	i	-18%	4%
Nc1cc(N)nc(SCc2nnnn2-c2ccc(Cl)cc2)n1
 : 2	0%	-13%	18%	6%	26%	0%	-26%	2%
CSC(SC)=C(C(C)=O)C(=O)c1ccc(C)cc1
 : -7	18%	u	-6%	-7%	21%	-6%	-7%	-10%
NS(=O)(=O)c1ccc(CCNC(=O)C2CCCN(S(=O)(=O)c3cccnc3)C2)cc1 (stereo not drawn)
 : 1	-5%	-6%	-1%	-2%	49%[activator]	8%	-4%	-3%
COc1cc(Br)c(/C=C(\C#N)c2nc3ccccc3[nH]2)cc1OC
 : 0	u	-48%[59 µM]	11%	-24%	34%	-9%	u	3%
Cc1ccccc1CN(c1ccc(C(N)=O)cc1)S(C)(=O)=O
 : 2	-4%	5%	2%	26%	17%	-2%	-17%	-11%
CCCNC(=O)c1ccc2c(c1)N=C(CCC)c1ccccc1S2
 : -2	4%	-2%[59 µM]	0%	6%	21%	-7%	-10%	3%
Cc1ccc(-c2nc(CS(=O)CC(=O)NCc3ccco3)c(C)o2)cc1 (stereo not drawn)
 : -3	-9%	u	-3%	-28%	23%	2%	-21%	5%
Cc1nc2ccc(S(=O)(=O)N(C)CC(=O)NC(C)c3ccccc3)cc2s1 (stereo not drawn)
 : -4	2%	8%	10%	-15%	71%[activator]	-2%	-11%	-12%
Cc1cc(O)c(C(C)C)cc1NC(=O)Nc1ccc([N+](=O)[O-])cc1
 : 1	7%	x	-3%	x	-26%	-4%	u	-2%
CC(C)(C)c1ccc(S(=O)(=O)Nc2noc3ccccc23)cc1
 : 1	1%	6%	0%	-15%	16%	0%	-11%	-2%
O=C(NCc1ccc2c(c1)OCO2)c1ccc(COc2cccc(Cl)c2)o1
 : -2	19%	-11%	-16%	1%	28%	-3%	-10%	-9%
Cc1ccc(S(=O)(=O)N[C@H](C(=O)NC2CCC(C)CC2)C(C)C)cc1 (stereo partly drawn)
 : 3	0%	x	-12%	x	41%[activator]	-2%	-8%	-1%
O=C(N/N=C/c1ccccn1)c1cc(-c2cccc3ccccc23)n[nH]1
 : -2	-4%	29%	2%	-2%	u	i	u	6%
NS(=O)(=O)c1ccc(NC(=S)NCCc2ccccc2)cc1
 : 3	0%	11µM*	-12%	-25%	-25%	-13%	-27%	-25%
Cc1ccc(S(=O)(=O)Nc2cccc(-c3ccc(N4CCC(C)CC4)nn3)c2)s1
 : -2	28%	-43%[59 µM]	-1%	-23%	19%[57 µM]	9%	-17%	0%
Cc1cccc(NC(=O)c2nc[nH]c2C(=O)NCCN(CCNC(=O)c2[nH]cnc2C(=O)Nc2cccc(C)c2)CCNC(=O)c2[nH]cnc2C(=O)Nc2cccc(C)c2)c1
 : 5	12%	x	-7%	x	23%	1%	u	-3%
CCOC(=O)N1C(=O)[C@](c2ccc(Cl)cc2)(C(C)C)N1C(=O)OCC
 : -16	-5%	12%	-1%	-1%	86%[activator]	-2%	24%	1%
CC(=O)C1=C(C)NC(SCC(=O)c2cc(Cl)ccc2Cl)=C(C#N)C1c1ccco1 (stereo not drawn)
 : -4	u	32µM*	6%	2%	-3%	-1%	u	8%
O=C1OC2(CCCCC2)OC(=O)C1=CNc1nc2ccccc2s1
 : 0	2%	u	8%	u	29%	-3%	-21%	0%
Cc1ccnn1CC(=O)N/N=C/c1c[nH]c2ccccc12
 : 0	-9%	16%	-2%	-9%	7%	-9%	-9%	3%
O=S(=O)(NC1CCN(S(=O)(=O)c2ccc3c(c2)OCCO3)C1)c1c(F)cccc1F (stereo not drawn)
 : -4	-9%&-3%	-8%[0.501 µM]	x	-6%	53%[activator]	-2%	-9%&-12%	-10%
Cc1c(C)c(C)c(S(=O)(=O)N2CCSCC2)c(C)c1C
 : 8	-4%	6%	3%	2%	48%[activator]	7%	11%	1%
CC(=O)c1cnn(-c2nc3c(C)cccc3s2)c1C
 : -1	2%	0%[59 µM]	-3%	-5%	25%	-1%	-22%	1%
COc1cccc(NC(=O)CSc2nc3ccccc3nc2N2CCOCC2)c1
 : -5&-2	u	6%[59 µM]	3%&2%	6%&2%	80%&57%[activator]	i	1%&2%	2%&2%
Cc1noc(C)c1COC(=O)c1ccc2c(c1)OCO2
 : -14	-2%	-12%[59 µM]	-3%	-3%	4%	-7%	-5%[11.4 µM]	-7%
O=C(C[n+]1cc(Br)cc(Br)c1)c1ccc(Cl)cc1
 : -2	-5%	u	2%	-14%	35%	0%	-28%	-12%
COc1ccc(Nc2nc(N3CCCCC3)c3ccccc3n2)cc1
 : 7	u	u	-10%	u	-4%	-5%	u	-1%
O=[N+]([O-])c1ccc(Cl)c(/C=N/N2CCN(Cc3ccccc3Cl)CC2)c1
 : 7	1%	45µM*	-16%	25µM*	u	1%	u	7%
COc1ccccc1N(CC(=O)Nc1cc(C)on1)S(=O)(=O)c1cccc(C(F)(F)F)c1
 : 1	-3%	1%[12.7 µM]	2%	2%	39%	-5%	-9%	-1%
CCn1c(N)c(Br)c(=O)[nH]c1=O
 : 2	9%	16%	-4%	-6%	30%	-7%	-17%	-6%
O=C(COC(=O)c1cnccn1)c1ccc(OC(=O)c2ccccc2)cc1
 : 2	5%	-11%[59 µM]	0%	-1%	24%	-7%	-9%	-6%
Cc1cc(C)cc(NC(=O)C2CCCN(c3nccc(C)n3)C2)c1 (stereo not drawn)
 : 4	-4%	0%[59 µM]	-8%	-2%	22%	-8%	1%	-7%
CCOC(=O)CNC(=O)c1cccnc1Oc1ccc(Cl)cc1
 : 0	-1%	-10%	-3%	0%	8%	-5%	-7%	2%
CCCCNCCS(=O)(=O)NCc1ccccc1
 : -4	1%	x	6%	x	23%	-3%	-5%	-8%
COc1ccc(NC(=O)C2CC(=O)N/C(=N/NC(=O)c3ccc(Cl)cc3)S2)cc1 (stereo not drawn)
 : 3	4%	-3%	-1%	8%	51%[activator]	-1%	-10%	27%
Cc1cccc(C)c1NC(=O)CSCc1cnn(-c2ccccc2)c1-n1cccc1
 : -10	0%	-40%[59 µM]	1%	-32%	-14%	i	-33%	4%
Cc1cc(C)n(-c2nnc(Cl)c3ccccc23)n1
 : 20	5%	x	0%	-4%	27%	-5%	-11%	3%

From PubChem
